Compound activity as filed in PubChem.
PNC inhibitor: High Content Assay for Compounds that inhibit the Assembly of the Perinucleolar Compartment. PC3M PTB-GFP, PNC prevalence imaging, 16 h; hits give low values. activity change (PNC), negative = inhibition, % at 10 µM. 140,000 tested, 3.1% active;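 active = readout at or below -70, meaning at least 70% loss of cells showing the perinucleolar compartment, a nuclear body marking cancer cells; inconclusive = readout between -30 and a set limit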;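 note: plate controls were DMSO wells for no effect and camptothecin positive control wells for full effect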
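Compounds are pinned in duplicate onto adhered PC3M cells stably expressing GFP-tagged PTB and incubated 16 h at 37 C. Cells are then fixed, nuclei stained with Hoechst, and PNC-positive cells counted.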
ALOX15B inhib: qHTS Assay for Inhibitors of 15-hLO-2 (15-human lipoxygenase 2). purified 15hLO-2, xylenol orange hydroperoxide absorbance. Potency, µM (titrated, usually from 57.1 µM), without a hit: top-dose activity change, negative = inhibition, usual class: inhibitors. 110,000 tested, 0.56% active. AID 881, 2007; note: potency is the fitted concentration of half-maximal effect; nearly all actives have a fitted effect of over 60% in size; many of its hits are not listed in these tables
Target sequence (O15296 whole entry, looked up): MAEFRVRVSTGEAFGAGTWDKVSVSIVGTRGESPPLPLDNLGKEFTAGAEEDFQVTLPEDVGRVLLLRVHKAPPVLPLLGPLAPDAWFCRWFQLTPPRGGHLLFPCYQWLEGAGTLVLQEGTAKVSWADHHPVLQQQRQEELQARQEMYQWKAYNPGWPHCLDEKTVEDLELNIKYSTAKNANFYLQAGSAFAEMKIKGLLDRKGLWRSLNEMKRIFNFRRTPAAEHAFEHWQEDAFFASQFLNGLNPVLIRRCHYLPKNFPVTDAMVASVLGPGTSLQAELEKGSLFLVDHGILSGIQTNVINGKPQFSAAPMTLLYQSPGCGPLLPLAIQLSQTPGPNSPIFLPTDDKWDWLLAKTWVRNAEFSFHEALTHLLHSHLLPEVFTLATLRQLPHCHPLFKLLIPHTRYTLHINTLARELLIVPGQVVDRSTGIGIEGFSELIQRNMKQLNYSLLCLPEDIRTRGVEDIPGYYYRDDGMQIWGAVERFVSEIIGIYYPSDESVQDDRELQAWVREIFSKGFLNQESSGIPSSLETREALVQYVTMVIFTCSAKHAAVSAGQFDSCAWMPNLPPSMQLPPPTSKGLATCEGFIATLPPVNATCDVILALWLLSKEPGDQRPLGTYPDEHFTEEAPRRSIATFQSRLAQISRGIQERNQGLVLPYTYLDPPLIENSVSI
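Purified human 15hLO-2 (50 nM) preincubated 15 min with compound, then 45 uM arachidonic acid for 90 min at RT in 25 mM Hepes pH 7.5, 0.01% Triton X-100. Hydroperoxide detected by Fe-xylenol orange; 573/405 nm absorbance ratio.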
IMPase inh: qHTS Assay for Identifying the Cell-Membrane Permeable IMPase Inhibitors; AID 901, 2007; inhibition (IP1 accumulation), % at 46.1 µM; Inositol monophosphatase 1 (Rattus norvegicus), P97697; CHO-M1 cells, IP1 accumulation, HTRF TR-FRET ratio; 120,000 tested, under 10 active; active = well fitted curve in the direction sought with a large enough effect in the signal ratio, not every such curve was filed as active; inconclusive = small, poorly fitted or top-dose-only effect, or a change in a side signal; inactive = no such curve, though single readings can be large or run the other way; the % refers to the signal ratio;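 note: cells stimulated with carbachol in lithium chloride buffer; plate controls were DMSO basal wells for no effect and reference inhibitor wells for full effect; higher means more IMPase inhibition seen as more IP1 and lower FRET ratio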
Target sequence (P97697 whole entry, looked up): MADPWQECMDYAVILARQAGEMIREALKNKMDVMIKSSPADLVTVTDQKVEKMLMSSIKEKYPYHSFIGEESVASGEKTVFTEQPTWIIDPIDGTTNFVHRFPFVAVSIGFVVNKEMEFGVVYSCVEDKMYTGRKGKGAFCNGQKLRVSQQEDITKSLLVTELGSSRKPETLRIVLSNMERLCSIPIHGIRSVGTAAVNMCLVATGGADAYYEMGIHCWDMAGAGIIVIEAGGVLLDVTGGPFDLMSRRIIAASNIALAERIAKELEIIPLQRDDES
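CHO-M1 cells (CHO stably expressing M1 receptor), compound up to 46 uM final, stimulated with carbachol (50 uM as added) in buffer with 50mM LiCl, pH 7.4, 30 min at 37C. Cytosolic IP1 read by TR-FRET; AC50 from Hill fits.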
12-hLO inh: qHTS Assay for Inhibitors of 12-hLO (12-human lipoxygenase); Polyunsaturated fatty acid lipoxygenase ALOX12 (Homo sapiens), P18054; purified 12-hLO, xylenol orange hydroperoxide absorbance; Potency, µM (series often up to 57.1 µM), for inactives: top-dose activity change, negative = inhibition, most hits filed as inhibitors; 150,000 tested, 0.12% active; AID 1452, 2008; note: potency is the fitted concentration of half-maximal effect; nearly all actives have a fitted effect of over 55% in size; many of its hits are not listed in these tables
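Hydroperoxide output read as Fe(III)-xylenol orange absorbance, 573-to-405 nm ratio, after 30 min reaction with 40 uM arachidonic acid. Enzyme: 150 nM purified human 12hLO, 15 min compound preincubation; 25 mM Hepes pH 7.0, room temperature.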
Active calls of the source: *; ? = inconclusive; nt = not tested or not shown; [ ] = dose if it differs, or a comment. Unless noted, calls come from the whole dose curve; as a rule, active = well fitted curve in the direction sought with a large enough effect; inconclusive = small, poorly fitted or top-dose-only effect, or another doubt; inactive = no such curve, though single readings can be large; an effect the other way counts as inactive or inconclusive. Unless noted, % is set by controls: 0 for no effect and ±100 for the full control effect. Some of the compounds tested; the hit share may differ from the screen's.

SMILES | PNC inhibitor | ALOX15B inhib | IMPase inh | 12-hLO inh
CC(C)OC(=O)CN1C(=O)C(C)(C)Oc2ccc(C(=O)NC(C)(C)C)cc21 | 11 | -5% | 1 | 3%
C#CCOC(=O)c1ccccc1C(=O)n1nnc2ccccc21 | -14 | -4% | 3 | -8%
CC1Cc2cc(C(=O)O)ccc2O1 (stereo not given) | -19 | 0% | 1 | -4%
Cc1cccc(/C=N/NC(=O)c2ccc(Br)cc2)c1 | 50 | nt | nt | 0%
COc1ccc(-n2[nH]c(C)cc2=O)cc1 | ? | ? | ? | -16%
O=C(NC1CCCCC1)c1cc([N+](=O)[O-])ccc1N1CCCCC1 | 12 | -4% | 12 | -3%
Cc1ccc2c(c1)NC(=O)C(CC(=O)NCCCN1CCN(C3CCCCC3)CC1)O2 (stereo not given) | -12 | -2% | 0 | -3%
CCOC(=O)c1cc(-c2ccc3c(c2)OCCO3)nc2c1c(C)nn2CCC#N | 39 | 5% | 6 | 0%
O=C(c1cc(-c2cccs2)nc2ccccc12)N1CCN(S(=O)(=O)c2ccccc2)CC1 | -11 | -5% | -4 | -5%
CCOC(=O)N1CCN(C(c2cccnc2)c2ccc3cccnc3c2O)CC1 (stereo not given) | -29 | 41%[activator] | 11 | ?
CCCc1nc2oc3c(OCC)ncnc3c2c2c1COC(C)(C)C2 | 51 | 9% | -2 | 11%
COCCn1c(SCC(=O)Nc2nnc(C)s2)nnc1-c1ccncc1 | ? | 2% | 0 | 2%
c1nc(N2CCNCC2)c2cc(-c3ccc4c(c3)OCO4)ccc2n1 | nt | 28% | nt | -7%
CC1Cc2ccccc2N1C(=O)COC(=O)Cn1nnc(-c2ccccc2)n1 (stereo not given) | -19 | 3% | 8 | -10%
C=CCOc1c2ccc(C(=O)NC3CCCc4ccccc43)cc2nn1C (stereo not given) | 80 | -3% | -7 | 0%
O=C(COc1ccccc1Br)NCc1ccccn1 | -27 | 15% | 6 | 3%
Nc1ncnc2c1ncn2CCOc1ccccc1 | 26 | 4% | -9 | 5%
Cc1ccc(-c2onc3ccc(C=O)cc23)cc1 | 34 | -25% | 9 | -30%
O=C(CSc1nc(-c2ccco2)cc(C(F)(F)F)n1)NCC1CCCO1 (stereo not given) | -26 | -5%[11.4 µM] | 4[1.84 µM] | 3%
O=C(CSc1nnnn1-c1ccc2c(c1)CCC2)NCc1cccs1 | -28 | -11% | 6 | -7%
Clc1cnc(N/N=C/c2ccco2)c(Cl)c1 | 28 | nt | nt | -17%
O=C(NCc1ccccc1)N1CCN(c2ccc(Cl)c(Cl)c2)CC1 | ? | -11% | 12 | -5%
CCCC(C)C(=O)Nc1nc(C)c(-c2csc(Nc3cc(Cl)ccc3C)n2)s1 (stereo not given) | -1 | 19% | -3 | -24%
O=C(Nc1cc(C(=O)N2CCOCC2)cc(C(=O)N2CCOCC2)c1)c1cc(F)c(F)cc1Cl | ? | -4% | -3 | 4%
COc1ccc(-c2cc(=O)[nH][nH]2)cc1OC | 27 | -5% | 2 | 0%
CCCCCC1=C2CNC(CC(C)C)(C(=O)OC)C=C2C(C)C1=O (stereo not given) | nt | -17% | nt | -1%
CCOC(=O)c1c(NC(=O)CSc2nnc(CNc3ccc(OC)cc3)n2C)sc(C)c1C | ? | -2% | 9 | -7%
COc1ccc(OC)c(C2C3=C(N=c4s/c(=C\c5cccc(O)c5)c(=O)n42)c2ccccc2CC3)c1 (stereo not given) | 29 | nt | nt | -10%
COc1ccc(NC(=O)CCCn2c(=O)c3sccc3n(Cc3ccc(C)cc3C)c2=O)cc1 | 8 | nt | 1 | -1%
CN1CCN(C(=O)/C(=C/c2cccs2)NC(=O)c2cccs2)CC1 | 3 | nt | 19 | -1%
O=C(Nc1ccccc1OC(F)F)c1ccc(F)cc1 | 28 | 5% | 4 | 2%
CC(=O)NNc1ncnc2ccccc12 | 40 | nt | 0 | 4%
Cn1cccc1Cc1nnc(SCC(=O)Nc2ccccc2F)n1-c1ccc(F)cc1 | 41 | nt | 0 | -2%
O=C(OCc1nc2ccc(Cl)cc2n1CCO)c1ccccc1C(=O)c1ccccc1 | 10 | nt | nt | -4%
COCCNC(=O)C1CC(c2cccc(OC)c2)=NO1 (stereo not given) | 27 | 5% | 4 | 1%
Cc1ccc2oc(-c3ccccc3)nc2c1 | -3 | 1% | -2 | 7%
CCCOc1ccccc1C1CC(=O)Nc2cc3c(cc21)OCO3 (stereo not given) | -92* | 3%[2.29 µM] | 6 | -17%
CCOc1cc(CN2CCN(c3cccc(C(F)(F)F)c3)CC2)ccc1O | 18 | 32%[activator] | -2 | -13%
Cc1ccc(NC(=O)c2ccc(OC(=O)COc3ccc(Cl)c(C)c3)cc2)cc1 | -23 | nt | ? | 1%
CC1CN(CC(=O)Nc2ccccc2Sc2ccccc2)CC(C)O1 (stereo not given) | 33 | nt | 3 | 1%
CC(C)OC(=O)CSc1nc2ccccc2s1 | -24 | -1% | 3 | -3%
COc1cc(OC)c(C2=NOC(C(=O)NCc3ccc4c(c3)OCO4)C2)cc1Cl (stereo not given) | -8 | 8% | 3 | -6%
O=C(CNc1ccccc1)Nc1ccc(F)cc1 | 27 | 10% | 5 | -2%
Nc1ccn([C@H]2O[C@@H](COP(=O)(O)O)[C@@H](O)[C@H]2O)c(=O)n1 | nt | 0%[11.4 µM] | nt | 2%[11.4 µM]
Cc1[nH]n(C(N)=S)c(=O)c1N=Nc1ccc(S(=O)(=O)N2CCCC2)cc1 | 7 | nt | 16 | 1%
CN(C(=O)/C=C/c1ccccc1)C1CCS(=O)(=O)C1 (stereo not given) | 45 | nt | nt | 0%
Cc1occc1C(=O)NCc1ccccn1 | 3 | 0% | 1 | -1%
Cc1[nH]n(-c2ccc([N+](=O)[O-])cc2)c(=O)c1C=NCCN1CCN(C(=O)c2ccccc2F)CC1 | 1 | 30% | 2 | 2%
COc1cc(NC(=O)COc2cccc(OC)c2)cc(OC)c1 | 24 | 6% | 1 | -2%
CCOC(=O)c1cc(C)sc1/N=C/C1C(=O)CC(C)(C)CC1=O | ? | nt | nt | 1%

The list goes on:
SMILES | PNC inhibitor | ALOX15B inhib | IMPase inh | 12-hLO inh
O=C(NCC1OCCc2ccccc21)c1ccc(NC(=O)c2ccccc2Cl)cc1 (stereo not given) | -26 | nt | -2 | 1%
CCN(CC)S(=O)(=O)c1ccc(N2CCOCC2)c(NC(=O)c2cccc3ccccc23)c1 | ? | nt | nt | -4%
COc1ccccc1CNc1ccnc(-c2ccccc2C(F)(F)F)n1 | nt | 22% | nt | 0%
CCOC(=O)CNC(=O)c1cc(C)oc1C | 0 | 16% | 10 | -5%
CCOC(=O)C1CCN(C(=O)CN(c2cccc(C(F)(F)F)c2)S(C)(=O)=O)CC1 | ? | -5% | 0 | -1%
CCOC(=O)C1=C(C)N=C2c3ccccc3C(=O)C2C1c1ccc(C)cc1 (stereo not given) | 37 | -7% | 10 | -1%
Nn1c(SCC(=O)Nc2ccccc2F)nnc1-c1cccnc1 | ? | 3% | ? | -1%
CCOC(O)[C@H]1N[C@@H](c2ccc(Cl)cc2)[C@@H]([N+](=O)[O-])[C@@H]1c1ccccc1 (stereo not given in full) | ? | nt | nt | -3%
COc1ccccc1NC(=O)Cc1coc2cc(C)ccc12 | -13 | -4% | 3 | -5%
O=C(Nc1cccc(C(F)(F)F)c1)C12CC3CC(CC(C3)C1)C2 | -23 | nt | ? | 0%

PNC inhibitor, entries above that show a hit
SMILES | PNC inhibitor | ALOX15B inhib | IMPase inh | 12-hLO inh
CCCOc1ccccc1C1CC(=O)Nc2cc3c(cc21)OCO3 (stereo not given) | -92* | 3%[2.29 µM] | 6 | -17%

Given with the structure last: four of the compounds above
PNC inhibitor | ALOX15B inhib | IMPase inh | 12-hLO inh | canonical_smiles
37 | -7% | 10 | -1% | CCOC(=O)C1=C(C)N=C2c3ccccc3C(=O)C2C1c1ccc(C)cc1 (stereo not given)
? | 3% | ? | -1% | Nn1c(SCC(=O)Nc2ccccc2F)nnc1-c1cccnc1
? | nt | nt | -3% | CCOC(O)[C@H]1N[C@@H](c2ccc(Cl)cc2)[C@@H]([N+](=O)[O-])[C@@H]1c1ccccc1 (stereo not given in full)
-13 | -4% | 3 | -5% | COc1ccccc1NC(=O)Cc1coc2cc(C)ccc12

Continued:
SMILES | PNC inhibitor | ALOX15B inhib | IMPase inh | 12-hLO inh
COc1ccc(C(=O)CCNc2ccc(C)c(Cl)c2)cc1 | -18 | nt | 4 | 0%
O=C(COC(=O)C1CC1)Nc1ccc(Oc2ccccc2)cc1 | 0 | 0% | 7 | -1%
Cc1ccc(CNCC(O)(c2ccccc2)c2ccc(F)cc2)cc1 (stereo not given) | -2 | nt | 11 | -13%
CCC(c1nnnn1CCOC)N1CCN(Cc2ccccc2OC)CC1 (stereo not given) | -26 | 4% | -6 | 0%
CC1CCc2nc(NCCO)nc(C(F)(F)F)c2C1 (stereo not given) | 1 | 2% | ? | 0%
O=C(N/N=C/c1cccnc1)/C(=C\c1cccs1)NC(=O)c1ccccc1 | ? | nt | nt | -3%
Cc1cc(N2C(=O)C3C4CC(C(Br)C4Br)C3C2=O)no1 (stereo not given) | -29 | nt | nt | -2%
Cn1c(SCC(=O)N2CCc3ccccc32)nnc1C1CC1 | 16 | 6% | 7 | 3%
CCOC(=O)N1CCN(C(=O)c2cccc(NC3=NC4CS(=O)(=O)CC4S3)c2)CC1 (stereo not given) | ? | -4% | 5 | 6%
O=C(COC(=O)C1CCC(=O)N1)Nc1ccc(Br)cc1 (stereo not given) | 0 | nt | -3 | 0%

Arranged by value in IMPase inh (smallest number first): some entries from above
Structure | IMPase inh
CCC(c1nnnn1CCOC)N1CCN(Cc2ccccc2OC)CC1 (stereo not given) | -6
O=C(COC(=O)C1CCC(=O)N1)Nc1ccc(Br)cc1 (stereo not given) | -3
COc1ccc(C(=O)CCNc2ccc(C)c(Cl)c2)cc1 | 4
O=C(COC(=O)C1CC1)Nc1ccc(Oc2ccccc2)cc1 | 7
Cc1ccc(CNCC(O)(c2ccccc2)c2ccc(F)cc2)cc1 (stereo not given) | 11

Profiles, looked up by structure. Order of values: PNC inhibitor	ALOX15B inhib	IMPase inh	12-hLO inh
`COc1ccc(C(=O)CCNc2ccc(C)c(Cl)c2)cc1` reads -18	nt	4	0%
`O=C(N/N=C/c1cccnc1)/C(=C\c1cccs1)NC(=O)c1ccccc1` reads ?	nt	nt	-3%

The results go on.
SMILES | PNC inhibitor | ALOX15B inhib | IMPase inh | 12-hLO inh
Cc1ccc(C(=O)N2CCN(c3ccc(Cl)cc3)CC2)cc1 | ? | 6% | 5 | -2%
CC1(C)COC(c2cccn2Cc2ccc(F)cc2Cl)=N1 | ? | 13% | 7 | -4%
Cn1cnc([N+](=O)[O-])c1S(=O)(=O)c1cccc(Cl)c1 | 197 | nt | nt | 3%
Cc1cc(C)cc(NC(=O)C2CCN(S(=O)(=O)c3c(C)n[nH]c3C)CC2)c1 | -19 | -6% | 4 | -7%
CC(C)Cc1ccc(C(C)C(=O)Nc2nccs2)cc1 (stereo not given) | ? | 6% | 11 | -5%
